# Screening data: PubChem BioAssay, National Center for Advancing Translational Sciences (NCATS)
# L3MBTL1 inh: L3MBTL1 (human) inhibition; AID 485360; Q9Y468; Potency, µM (highest dose often 57.1 µM), inactives show at the top dose activity, negative = inhibition, most hits filed as inhibitors; AlphaScreen L3MBTL1–H3K9me1 peptide binding; actives 0.66% (n = 230,000); also: % is scaled to controls: 0 for no effect and ±100 for the full control effect; nearly all actives have a fitted effect of over 60% in size
#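 Displacement of a biotinylated histone H3(1-15) peptide monomethylated at Lys9 (75 nM) from L3MBTL1 (50 nM) was measured by AlphaScreen after a 30 min room-temperature compound incubation; cefsulodin titration served as intraplate control.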
# HTT ATP protect: cytoprotection in Huntington HTT-Q103 PC12 cell model; PC12 HTT-Q103 induced, cytoprotection, ATP luminescence, 40 h; Potency, µM (doses to about 56.4 µM), for the others: cytoprotection (ATP increase), actives largely listed as activators; actives 0.14% (n = 230,000);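 also: % of control where 0% means no effect; nearly all actives have a fitted effect of over 45% in size; toxic huntingtin expression switched on by the ecdysone agonist tebufenozide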
#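 Compounds added alongside 100 nM tebufenozide, which induces toxic Q103 huntingtin exon 1-GFP in stable PC12 cells; surviving cells quantified by luminescent ATP measurement. Medium: phenol red-free DMEM, 5% equine and 5% calf serum.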
# RECQ1 inh: inhibitors of human RECQ1 DNA helicase; P46063; RECQ1 DNA unwinding, red fluorescence kinetic read; Potency, µM (doses to about 57.3 µM), for the others: at the top dose activity, negative = inhibition, most hits filed as inhibitors; actives 0.54% (n = 240,000); AID 2549;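 also: plate controls were vehicle for no effect and no enzyme for full effect; nearly all actives have a fitted effect of over 30% in size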
#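 50 nM RECQ1T1 preincubated 15 min with compound in Tris pH 8.0 buffer with MgCl2, DTT, Tween-20 and 2.5 ug/ml poly(dI-dC); started with 200 nM TAMRA/BHQ-2 forked duplex and 2 mM ATP. Unwinding read as fluorescence (525/598 nm), two reads 2 h apart.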
# Tau ThT inhib: tau fibrillization inhibition (ThT binding) | Potency, µM (titrated, usually from 57.4 µM), inactives show at the top dose activity, negative = inhibition, hits mostly inhibitors | recombinant tau K18 P301L, heparin-induced fibrillization, ThT fluorescence | AID 1460 | actives 2.1% (n = 270,000) | P10636; also: % is scaled to controls: 0 for no effect and ±100 for the full control effect; nearly all actives have a fitted effect of over 55% in size
# Target sequence (P10636 561-689 P618L limits assumed): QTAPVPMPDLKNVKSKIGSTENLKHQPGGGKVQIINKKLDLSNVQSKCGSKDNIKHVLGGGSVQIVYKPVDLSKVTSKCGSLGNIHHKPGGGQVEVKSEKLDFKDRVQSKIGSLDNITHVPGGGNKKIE
#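 In this qHTS, human K18 P301L tau is incubated with compound and heparin for 6 hr at 37 C, and Thioflavin T fluorescence then reports fibril load.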
# TRb SRC2 PPI: inhibitors of human thyroid hormone receptor beta-SRC2 interaction; TRbeta-SRC2 peptide binding, fluorescence polarization; receptor liganded with 1 µM T3; P10828; actives 0.065% (n = 280,000); AID 1469; Potency, µM (series often up to 106 µM), for inactives: at the highest dose activity change, negative = inhibition, usual class: inhibitors;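 also: plate controls were bound peptide for no effect and peptide without receptor for full effect; nearly all actives have a fitted effect of over 50% in size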
# Target sequence (P10828 whole entry, looked up): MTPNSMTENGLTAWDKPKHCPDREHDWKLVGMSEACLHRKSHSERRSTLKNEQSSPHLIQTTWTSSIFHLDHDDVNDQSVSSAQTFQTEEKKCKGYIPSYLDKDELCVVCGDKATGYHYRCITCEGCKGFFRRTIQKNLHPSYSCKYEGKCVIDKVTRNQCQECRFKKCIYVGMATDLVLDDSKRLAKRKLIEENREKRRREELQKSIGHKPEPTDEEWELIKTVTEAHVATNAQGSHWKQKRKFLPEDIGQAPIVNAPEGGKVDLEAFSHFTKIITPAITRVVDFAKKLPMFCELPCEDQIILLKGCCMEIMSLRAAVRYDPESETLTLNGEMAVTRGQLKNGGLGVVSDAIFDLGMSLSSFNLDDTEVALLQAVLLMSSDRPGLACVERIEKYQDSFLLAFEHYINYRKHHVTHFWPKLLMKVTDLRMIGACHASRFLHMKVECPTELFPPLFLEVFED
#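 Fluorescence polarization of 20 nM Texas Red SRC2 peptide with 0.6 uM human TRb ligand-binding domain, in Tris buffer with 1uM T3 and 5% DMSO. Incubated 5 hr ambient; normalized to unbound and bound controls.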
# Tau fluor cs: counter-screen for tau fibril formation inhibitors. tau K18 P301L (four-repeat tau fragment) Alexa594 fluorescence, heparin fibrillization. Potency, µM (series often up to 57.7 µM), for the others: top-dose activity change, negative = decrease. actives 0.93% (n = 280,000). AID 1463; also: % is scaled to controls: 0 for no effect and ±100 for the full control effect; nearly all actives have a fitted effect of over 55% in size
#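 Human K18 P301L tau (15 uM unlabeled plus 0.24 uM Alexa 594-labeled, final) in 100 mM sodium acetate pH 7 was mixed with compound and 20 uM heparin and incubated 6 hr at 37 C.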
# Tau fibril FP: tau fibrillization inhibition (FP) | P10636 | K18 P301L tau heparin fibrillization, Alexa594 FP, 6 h | Potency, µM (highest dose often 57.7 µM), for inactives: top-dose activity, negative = inhibition, actives largely listed as inhibitors | actives 0.39% (n = 280,000); also: % is scaled to controls: 0 for no effect and ±100 for the full control effect; nearly all actives have a fitted effect of over 55% in size
#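 Compound effects on tau fibrillization are measured by Alexa 594 fluorescence polarization (ex 555, em 632 nm). K18 P301L tau is used at 15 uM with 0.24 uM labeled tracer, and 20 uM heparin induces aggregation over 6 hr at 37 C.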
# TexasRed fluor: Texas Red fluorescence interference in TRb-SRC2 counter-screen; TRb/SRC2 Texas Red total fluorescence interference; Potency, µM (highest dose often 106 µM), without a hit: at the top dose fluorescence change, negative = quenching; actives 0.29% (n = 280,000); active = well fitted curve in either direction with a large enough effect; inconclusive = small, poorly fitted or top-dose-only effect; also: % is scaled to controls: 0 for no effect and ±100 for the full control effect
#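 Flags fluorescent or light-absorbing compounds by total fluorescence, S + 2P, at 555 nm excitation and 632 nm emission. Mixture: 20 nM Texas Red SRC2 peptide, 0.6 uM human TRb LBD, 1 uM T3, 5% DMSO; compound exposure 5 h at ambient temperature.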
# The depositor's hits bear a star; i = inactive; ? = inconclusive; · = no result given; [ ] = remark or other dose. Unless noted, calls follow the shape of the dose curve; as a rule, active = well fitted curve in the direction sought with a large enough effect; inconclusive = small, poorly fitted or top-dose-only effect, or another doubt; inactive = no such curve, though single readings can be large; an effect the other way counts as inactive or inconclusive. Potency is read from the fitted curve at half-maximal effect.
canonical_smiles,L3MBTL1 inh,HTT ATP protect,RECQ1 inh,Tau ThT inhib,TRb SRC2 PPI,Tau fluor cs,Tau fibril FP,TexasRed fluor
O=C(CCC(=O)Nc1ccc(F)cc1)N/N=C/c1c[nH]c2ccccc12,?,-31%,-14%,?,-5%,-29%,?,-1%
COC(=O)c1sc(NC(=O)C(C)C)c(C(=O)OC)c1C,-23%,?,-10%,-2%,2%,-1%,4%,0%
O=C(Nc1ccc(-c2nnc(-c3ccco3)o2)cc1)C(c1ccccc1)c1ccccc1,·,-36%,-14%,?,0%,?,?,-1%
Cc1ccccc1OCC(=O)O/N=C(\N)Cc1ccc(Cl)cc1,·,-26%,-2%,-20%,-6%,-13%,8%,0%
N#Cc1ccc(CSc2nnc(-c3cccnc3)n2-c2ccccc2)cc1,2%,6%,-7%,-8%,-10%,-16%,-14%,-1%
Cc1cccc(C)c1NC(=O)CN(C)S(=O)(=O)c1ccc2c(c1)n(C)c(=O)c(=O)n2C,·,·,·,2%,-2%,4%,1%,0%
Cc1ccc2c(c1)C(=O)CC1(CCCC1)O2,·,13%[10 µM],i,9%,6%,6%,-10%,-2%
CCn1cc(-c2cc(C(=O)O)on2)c(C)n1,·,8%,i,-4%,9%,-5%,0%,-4%
COc1ccc(S(=O)(=O)O/N=C2\CCCc3ccccc32)cc1,·,-6%,-8%,-12%,1%,-16%,-14%,1%
CC1(C)CC(=O)c2sc(N3CCCCC3)nc2C1,-3%,-26%,i,6%,0%,6%,-3%,-2%
O=C(CCS(=O)(=O)c1ccccc1)Nc1ccccc1F,4%,-35%[inhibitor],i,11%,-1%,11%,-2%,-1%
COc1cccc(N2CCN(c3c4c(nc5nncn35)CCC4)CC2)c1,·,·,·,-15%,-3%,-11%,-5%,-2%
Cc1ccc2oc(=O)cc(CN3CCOCC3)c2c1,11%,-5%,-3%,1%,-11%,3%,-4%,-1%
CC(=O)c1c(C)[nH]c(C(=O)Nc2ccc(C)c(S(=O)(=O)Nc3ccc(C)cc3C)c2)c1C,·,-4%[10 µM],-4%,-12%,-4%,22µM*[quencher],?,-2%
Cc1cccc(Oc2cc(NC(=O)c3ccccc3)cc([N+](=O)[O-])c2)c1,17%,-74%[inhibitor],-23%,0%,-5%,7.1µM*[quencher],-9%,-8%

# An excerpt from above, limited to TRb SRC2 PPI.
Structure,TRb SRC2 PPI
Cc1ccccc1OCC(=O)O/N=C(\N)Cc1ccc(Cl)cc1,-6%
O=C(Nc1ccc(-c2nnc(-c3ccco3)o2)cc1)C(c1ccccc1)c1ccccc1,0%

# Remaining list, next part.
canonical_smiles,L3MBTL1 inh,HTT ATP protect,RECQ1 inh,Tau ThT inhib,TRb SRC2 PPI,Tau fluor cs,Tau fibril FP,TexasRed fluor
Cc1ccnc(NC(c2ccccc2O)c2oc(CO)cc(=O)c2O)c1 (centres undefined),·,-22%,-6%,?,7%,-9%,-2%,0%
O=C(CSc1nccn1C1CCCC1)Nc1cccc(F)c1,·,·,·,10%,-20%,8%,-3%,?
Cc1nc(C)c(C(=O)N/N=C/c2cc(Br)ccc2O)s1,·,-50%[inhibitor][10 µM],7%,-17%,7%,-24%,10%,-2%
CCCCNC(=O)COC(=O)c1cc(F)c(F)cc1Cl,-1%,0%,-10%,-4%,-4%,3%,5%,0%
COc1cccc(C(=O)NNC2OC(CO)C(O)C2O)c1 (centres undefined),-1%,-27%,-15%,0%,-4%,12%,13%,0%
O=C(NCc1ccc(F)cc1)c1ccc(Cn2c(SCc3ccc(F)cc3)nc3cccnc32)cc1,·,·,·,7%,6%,-7%,-21%,-25%
CCn1nc(C(=O)OCC(=O)c2ccc(F)cc2)c2ccccc2c1=O,·,-19%,-7%,-6%,-5%,-15%,-1%,-1%
O=C(c1cccs1)N(Cc1ccco1)Cc1cc2ccccc2[nH]c1=O,4%,2%,?,-8%,5%,-15%,-1%,1%
CC(=O)NCCNC(=O)c1ccc2c(=O)n(CCc3ccccc3)c(=O)[nH]c2c1,·,·,·,-11%,1%,-11%,?,-2%
CCCCSc1nnc(CSc2nc3nc(C)cc(C)n3n2)o1,·,-19%,-14%,-2%,-1%,-9%,-5%,-7%
CCn1nc(C(=O)OC(C(=O)c2c[nH]c3ccccc23)c2ccccc2)c2ccccc2c1=O (centres undefined),·,-4%,-17%,18%,3%,?,?,-2%
COc1ccc(S(=O)(=O)N(CC(=O)O)Cc2ccccc2)cc1OC,2%,-14%,i,?,-1%,?,-3%,-1%
O=C(C1CCN(S(=O)(=O)Cc2ccccc2)CC1)N1CCN(c2ncccn2)CC1,·,-24%[10 µM],i,3%,3%,2%,9%,1%
O=C(Nc1ccccc1C(=O)N1CCCC1)c1cccc(S(=O)(=O)N2CCCCCC2)c1,·,-11%,-1%,-3%,10%,-5%,0%,-1%
Cc1sc2ncnc(SCC(=O)NC(C)(C)C)c2c1C,6%,-6%[10 µM],-12%,-2%,6%,3%[2.34 µM],6%,-2%
Cc1cccc(-c2nc3nc(C)cc(NCc4ccccc4Cl)n3n2)c1,·,·,·,-11%,-1%,11%,?,-31%
O=C(O)c1ccccc1SCc1cn2cc(Cl)ccc2n1,-1%,6%,21%,-1%,-12%,13%,9%,-6%
COc1cccc(CNC(=O)CC(c2ccc(C)cc2)N2Cc3ccccc3C2=O)c1 (centres undefined),·,·,·,-3%,7%,-7%,6%,-1%
CCCC(=O)Nc1ccccc1NC(=O)c1ccc(OCC)c(OCC)c1,-2%,-5%,-7%,-1%,-10%,10%,7%,1%
CCOC(=O)CN1C(=O)N[C@@H](c2ccccc2)[C@@H](C(=O)OC)[C@H]1C,·,-18%[10 µM],i[11.5 µM],4%[11.5 µM],-3%[11.2 µM],-1%[11.6 µM],5%[11.6 µM],-1%[11.2 µM]
O=C(NCC(c1cccnc1)N1CCOCC1)C(=O)Nc1cccc(Cl)c1 (centres undefined),·,·,·,3%,-12%,1%,10%,-1%
CCOC(=O)c1ccc(NC(=O)Cn2c(=O)n(-c3ccc(C)cc3)c(=O)c3c2cnn3C)cc1,·,·,·,-5%,0%,?,?,-1%
CCOCN(C(=O)Cn1c(CO)nc2ccccc21)c1c(C)cccc1CC,-1%,9%,-11%,-10%,-3%,-1%,2%,-1%
O=C(CSc1ncnc2sc3c(c12)CCCC3)c1ccco1,-4%,-13%[10 µM],?,?,-23%,-19%,-3%,-5%
Cc1noc(C)c1C(=O)Nc1sc2c(c1C(N)=O)CCCCC2,?,-23%[0.074 µM],3%,-14%,-1%,2%,-6%,0%
COc1ccc(CC(=O)NCc2cn3ccsc3n2)cc1,·,-7%,-18%,-14%,2%,-9%,6%,-2%
Cn1c(SCc2ccc(F)cc2)nnc1-c1cnccn1,7%,11%[10 µM],2%,-1%,3%,-2%,-7%,0%
Cc1cccc(NC(=O)c2cnc3sccn3c2=O)c1,-5%,-24%[10 µM],i,-13%,-2%,-5%,-10%,2%
COc1cc(NC(=S)N2CCCCC2C)cc(OC)c1OC (centres undefined),?,-11%[1.9 µM],20%,2%,0%,1%,-4%,-4%
CC1=CC2=NC(=O)/C(=C\c3cccn3CCOc3ccccc3)C(=N)N2O1,-6%,·,-10%,?,2%,?,-12%,-6%
O=C(O/N=C/c1ccc2c(c1)OCO2)c1ccccc1Cl,17%,-18%,13%,2%,-10%,2%,4%,0%
C=CCn1c(SCc2cc(=O)n3ccsc3n2)nc2ccccc2c1=O,-1%,29%[10 µM],i,-6%,5%,-5%,-3%,0%
O=C(N=Nc1ccc(NOC(=O)c2ccccc2Br)cc1)c1ccccc1O,-9%,-29%,-19%,10µM*,-2%,?,?,-3%
CCOc1ccc(CCNC(=O)C2=C(C)C(=O)OC23CCCCC3)cc1OCC,·,-23%,2%,8%,-3%,11%,-3%,1%
CCOC(=O)c1ccc(CSC(=N)N)o1,-1%,-13%[10 µM],-7%,-16%,1%,5%,-8%,-1%
CC(C)C[C@H](NC(=O)c1nc[nH]c1C(=O)NC(c1ccccc1)c1ccccc1)C(=O)OC(C)(C)C,-15%,-35%[10 µM],?,-10%,5%,-27%,?,0%
O=C(NC1CCCC1)c1cccc(Cn2cc([N+](=O)[O-])cn2)c1,4%,8%[10 µM],i,0%,1%,2%,-2%,0%
CCOC(=O)c1c(C)n(C)c2ccc(OCC(O)CNC(CC)CO)cc12 (centres undefined),0%,-12%,8%,-12%,2%,-5%,5%,0%
O=C1CC(=O)Nc2cc(S(=O)(=O)Nc3cccc(Br)c3)ccc2N1,·,·,·,-3%,0%,-9%,-6%,-1%
Cc1ccc(C)c(SCC(=O)OCC(=O)NCc2ccccc2)c1,66%[activator],-6%,-6%,-7%,-3%,-13%,-7%,-2%
O=C(CCCCCN1C(=O)CCC1=O)Nc1ccc2c(c1)OCO2,1%,-15%[0.074 µM],-1%,?,-5%,-6%,5%,0%
COc1ccc2nc(Nc3nc(CSc4nc5ccccc5[nH]4)cc(=O)[nH]3)nc(C)c2c1,-1%,20%[0.074 µM],0%,?,3%,-13%,-4%,3%
Cc1cccc(C(=O)NCC(=O)OCC(=O)N2CC3(C)CC2CC(C)(C)C3)c1 (centres undefined),-6%,·,14%,-7%,-2%,-5%,-9%,-1%
CCOc1cc(N2CCOCC2)c(OCC)cc1NC(=O)c1ccc(OC(C)C)cc1,·,-61%[inhibitor],-7%,?,9%,-19%,8%,-2%

# Only part of the results is shown, so the mix of outcomes need not match the whole.
